MT1-MMP txn act: activates MT1-MMP transcription | HT1080 MT1-MMP promoter luciferase reporter, luminescence, overnight; hits give high values | activation factor at 10 µM | actives 0.16% (n = 86,000) | AID 750;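 active = activation factor of at least 2 for MT1-MMP transcription at 10 µM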
hDAT+cocaine: modulates human dopamine transporter uptake under cocaine | AID 449768 | B-score at 10 µM | actives 1.3% (n = 110,000) | LLC-PK1 hDAT cells, [14C]-dopamine uptake with cocaine IC80; actives deviate in either direction;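 active = Z score or B-score, a plate-position-corrected score, falls beyond the plate's 99.7% confidence bounds, in either direction; inactive = both scores lie inside the 99.7% bounds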;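 note: scored against the spread of the other compound wells on the same plate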
Target sequence (Q01959 whole entry, looked up): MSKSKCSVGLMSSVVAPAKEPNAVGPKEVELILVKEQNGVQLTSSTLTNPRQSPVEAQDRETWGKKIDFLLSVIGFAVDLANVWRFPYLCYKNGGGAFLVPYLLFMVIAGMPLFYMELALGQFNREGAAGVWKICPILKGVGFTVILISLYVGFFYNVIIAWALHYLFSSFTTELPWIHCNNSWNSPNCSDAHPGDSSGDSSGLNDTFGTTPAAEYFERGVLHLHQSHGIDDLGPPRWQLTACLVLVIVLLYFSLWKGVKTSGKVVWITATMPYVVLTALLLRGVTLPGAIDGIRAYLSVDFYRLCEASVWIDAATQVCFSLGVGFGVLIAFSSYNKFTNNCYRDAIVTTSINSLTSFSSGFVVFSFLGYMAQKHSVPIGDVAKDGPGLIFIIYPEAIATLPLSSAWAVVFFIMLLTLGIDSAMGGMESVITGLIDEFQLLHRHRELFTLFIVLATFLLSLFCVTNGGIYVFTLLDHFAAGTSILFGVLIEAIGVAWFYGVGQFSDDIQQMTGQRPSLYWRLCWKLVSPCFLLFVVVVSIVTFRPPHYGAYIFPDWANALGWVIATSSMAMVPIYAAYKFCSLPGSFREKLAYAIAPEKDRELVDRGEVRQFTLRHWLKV
* = called active by the depositor; & = joins results of further samples. An excerpt; count on the stated rates, not on these rows.

structure	MT1-MMP txn act	hDAT+cocaine
Cc1c(C(=O)NCCN2CCOCC2)oc2ccc(S(=O)(=O)N3CCCCCC3)cc12	1	2*
CC1CC(=O)N(CC(=O)Nc2ccc3c(c2)OCO3)c2ccccc2S1 (centres undefined)	1.1	-0.41
O=C(Cc1coc(-c2ccc(F)cc2)n1)NCc1ccccc1	1.2	1.1
N#C/C(=C\c1ccc(O)c(O)c1)C(=O)NCCCc1ccccc1	1.1	0.32
CCC1=C(OC(=O)N(CC)CC)N2C(=O)OC(=NCCOC)[C@]2(Cc2ccccc2)[C@H]2C1=CC[C@H]1C(=O)NC(=O)[C@H]12	1.1	-0.62
CCC1=C(OC(=O)N(CC)CC)N2C(=O)OC(=NCC(=O)OC)[C@]2(Cc2ccccc2)[C@H]2C1=CC[C@H]1C(=O)NC(=O)[C@H]12	1.2	-0.52
O.O.O.O=S(=O)([O-])OC[C@H]1O[C@@H](O[C@]2(COS(=O)(=O)[O-])O[C@H](OS(=O)(=O)[O-])[C@@H](OS(=O)(=O)[O-])[C@@H]2OS(=O)(=O)[O-])[C@H](OS(=O)(=O)[O-])[C@@H](OS(=O)(=O)[O-])[C@@H]1OS(=O)(=O)[O-].[Al]	1.1	-0.36
CCOC(=O)c1ccc(NC(=O)CN2CCN(CCN=CC3=C(O)CC(C)(C)CC3=O)CC2)cc1	1	-1.6
Cc1ccccc1S(=O)(=O)Cc1ccc(C(=O)N2CCN(c3cccc(C)c3C)CC2)o1	0.5	1.1&0.054
COC(=O)[C@@H]1C[C@@]2(O)[C@@H](O)[C@@H](O)[C@@H](O)C[C@H]2N1C/C=C/c1ccccc1	1.1	-1
N#Cc1ccc(C23CC4(C2)[C@H](CN(Cc2ccc(C(F)(F)F)cc2)[C@@H]4c2ccccc2)C3c2ccccc2)cc1 (some centres undefined)	1.1	-0.71
CCCCN(C)CCC(=O)Nc1ccc(OC)cc1OC	1.2	-1.1
CC1=C(C(=O)OCc2ccccc2)C(c2ccc(Cl)cc2)NC(=O)N1CCCCCC(=O)O (centres undefined)	1.2&0.9	1.7
Cc1cc(C(=O)N2CCN(c3ccccn3)CC2)no1	1	2.1
CCOC(=O)C1=C(C)Nc2ncnn2C1c1cc(Br)ccc1F (centres undefined)	1	-0.93
CCc1nn(CCCC(=O)N2CCc3ccccc3C2)c(=O)c2cc3occc3n12	1	0.79
CCC1=C(OC(=O)N(CC)CC)N2C(=O)OC(=NCC(=O)OC)[C@]2(C)[C@H]2C1=CC[C@H]1C(=O)NC(=O)[C@H]12	1.1	-0.33
CCN1CCN(C(=O)c2sc3nc(C)nc(N4CCC(C)CC4)c3c2C)CC1	1	0.54
COC(=O)[C@@]1(Cc2ccc(F)cc2)[C@H]2c3cc(C(=O)N4CCCC4)n(CCO)c3C[C@H]2CN1C(=O)c1ccccc1	1.1	0.59
C[C@H](CO)NC(=O)[C@H](C)[C@H]1C[C@]1(C)[C@H](NC(=O)OCc1ccccc1)c1ccccc1	1.1	-0.12
C[C@@H](C(=O)NCc1ccccn1)[C@H]1C[C@]1(C)[C@H](NC(=O)OCc1ccccc1)c1ccccc1	1.1	1.8
CC1=C(C(=O)OCc2ccccc2)C(c2ccc(Cl)cc2Cl)NC(=O)N1CCCC(=O)O (centres undefined)	1.3	1.7
CCC(=O)Nc1cccc(NC(=O)c2ccc3c(c2)OCCO3)c1	1.4	-0.68
O=S(=O)(c1ccccc1)C1(S(=O)(=O)c2ccccc2)CCCC1	1.2	0.039
CCc1ccc(N2CSC3=C(C#N)C(c4cccs4)CC(=O)N3C2)cc1 (centres undefined)	1.1	0.7
CC1(C(=O)NCc2ccccn2)C=CCN1C(=O)c1ccccc1 (centres undefined)	1.2	-0.7
CNC(=O)C1(C)C=CCN1C(=O)c1ccccc1 (centres undefined)	1.1	-0.45
FC(F)(F)c1ccc(CN2C[C@@H]3C(c4ccc(Cl)nc4)C4(c5ccccc5)CC3(C4)[C@H]2c2ccccc2)cc1 (some centres undefined)	1.1	-0.26
CCOCCOC(=O)C1=C(C)N(C)C(=O)NC1c1cc(Cl)c(O)c(OCC)c1 (centres undefined)	1.1	0.0073
COCCn1c(SCC(=O)N2CCN(c3ccccc3)CC2)nc2c(c1=O)SC(C)C2 (centres undefined)	1.1	-0.19
COc1ccc(C2CC(C(F)(F)F)n3nc(C(=O)NCCN4CCOCC4)cc3N2)cc1 (centres undefined)	1.1	-0.1
COC(=O)[C@@]1(Cc2ccc(F)cc2)[C@H]2c3cc(C(=O)N(C)C)n(C[C@H](O)CO)c3C[C@H]2CN1C(=O)c1ccccc1	1.1	-0.25
CCCCNC(=O)c1ccc2nc(-c3ccco3)c(-c3ccco3)nc2c1	1	0.21
Cc1nnc(SCC(=O)Nc2nccs2)s1	1	1.1
CCOC(=O)N1CCN(C(c2ccc(C)cc2)c2sc3nc(C)nn3c2O)CC1 (centres undefined)	1	-0.41
CCN1C(=O)[C@@H]2[C@H](C1=O)[C@@H]1C[C@H]3C(=O)N(CC)C(=O)[C@H]3[C@@H]3C1=C(C(=O)N1C(=O)OC(=NCC4CC4)[C@]31C)[C@@H]2C	1.2	0.0023
Cn1nc(CC(=O)Nc2ccc3c(c2)OCCO3)c2ccccc2c1=O	1.2	0.17
COCCCn1c(=S)[nH]c2ccc(N3CCOCC3)cc2c1=O	1	-0.078
COC(=O)CN1C(=O)C(C)=C(c2ccc(C)cc2)S1(=O)=O	1	-0.48
COC(=O)c1ccc(N2C(=O)CC(N3CCN(C(=O)c4ccco4)CC3)C2=O)cc1 (centres undefined)	1.2	-0.41
COC(=O)[C@@]1(Cc2ccc(OC)cc2)[C@H]2c3cc(C(=O)N4CCCC4)n(CCc4c[nH]c5ccc(O)cc45)c3C[C@H]2CN1C(=O)c1ccccc1	1.2	0.29
COC(=O)C1=C(C)N(CCCC(=O)O)C(=O)NC1c1cc2c(cc1[N+](=O)[O-])OCO2 (centres undefined)	1.1	-0.4
CCn1ncc(C2=NOC(C(=O)N3CCC(C(N)=O)CC3)C2)c1C (centres undefined)	1.1	-0.39
CCOC(=O)c1[nH]c2ccccc2c1NC(=O)CC(C)C	1.2	-0.22
COC(=O)c1cccc(C#CC(NP(=O)(c2ccccc2)c2ccccc2)c2ccccc2)c1 (centres undefined)	1.1	0.53
COC(=O)[C@@]1(Cc2ccc(F)cc2)[C@H]2c3cc(C(=O)N4CCCC4)n(CCc4ccccn4)c3C[C@H]2CN1C(=O)c1ccccc1	1.1	-0.19
O=C(CSc1ncn[nH]1)N1CCN(c2nnc(-c3ccccc3)c3ccccc23)CC1	1	1
CC1=C(C(=O)OCc2ccccc2)C(c2ccccc2OS(=O)(=O)c2ccccc2[N+](=O)[O-])NC(=O)N1CCCC(=O)O (centres undefined)	1.2	0.31
COc1ccc2nc3c(c(-c4ccccc4)c2c1)CCC3	1.1	-0.58
Cc1ccc(C(=O)NCCn2cc(SCC(=O)Nc3cc(C)on3)c3ccccc32)cc1	1.6	-0.18
Cc1nn(C(C)C(=O)N2CCN(c3ccccn3)CC2)c(=O)c2cc3occc3n12 (centres undefined)	1	1.2
Cc1ccc(SCC(=O)N2CCOCC2)cc1	1.3	-0.29
COc1ccc(N2C(=O)C(Cl)=C(Nc3c(C)n(C)n(-c4ccccc4)c3=O)C2=O)cc1	1.1	0.2
CC(=O)N1CCCc2cc(S(=O)(=O)Nc3ccc4c(c3)OCO4)ccc21	1.2	0.45
CCOC(=O)C1=C(C)N(CCCC(=O)O)C(=O)NC1c1ccccc1 (centres undefined)	1	-0.41
CCCCOc1ccccc1NC(=O)Cn1c(-c2nonc2N)nc2ccccc21	1	-0.0049
FC(F)(F)c1ccc(C2[C@H]3CN(Cc4cccnc4)[C@H](c4ccccc4)C34CC2(c2cccnc2)C4)cc1 (some centres undefined)	1.3	-0.93
CCOc1cc(N2C(=O)CC3CS(=O)(=O)CC32)c(OCC)cc1NC(=O)c1ccccc1 (centres undefined)	1	0.099
O=C(CSc1nnc2sc3ccccc3n12)NCc1ccc2c(c1)OCO2	1	0.56
CCOC(=O)C1=C(C)N(CCCCCC(=O)O)C(=O)NC1c1ccccc1OS(=O)(=O)c1ccc(C)cc1 (centres undefined)	1.1	0.84

New compounds follow.
structure	MT1-MMP txn act	hDAT+cocaine
COc1ccccc1-n1cnc2cc(C(=O)NCCCN3CCOCC3)ccc21	1.2	0.016
CCC1=C(OC(=O)N(CC)CC)N2C(=O)OC(=NCC3CC3)[C@]2(C)[C@H]2C1=CC[C@H]1C(=O)N(C)C(=O)[C@H]12	1	0.041
CCCCCCN(C(=O)CCCCCN1C(=O)NC(c2ccc(-c3ccccc3)cc2)C(C(=O)OCc2ccccc2)=C1C)C(C(=O)NCCCC)c1cccc(C(=O)OC)c1 (centres undefined)	1.2	-0.29
CC(=O)c1ccc(C(=O)Nc2nnc(-c3ccc(Cl)cc3)o2)cc1	1	0.56
COC(=O)[C@@H]1C[C@@H]2CC[C@@H](O)C[C@@H]2N1Cc1ccc(OC)cc1	1	0.016
COC(=O)[C@@]1(Cc2ccc(OC)cc2)[C@H]2c3cc(C(=O)N4CCCC4)n(CCSCCO)c3C[C@H]2CN1C(=O)c1ccccc1	1.1	-0.38
Cn1c(=O)[nH]c(=O)c2c1nc(NC1CCCCC1)n2CCO	1	-0.28
CN(C)/C=N/c1cc(=O)n(C)c(=O)n1Cc1ccccc1	1	0.01
COc1cc(C2CC(=O)Nc3ccccc3S2)cc(OC)c1OC (centres undefined)	1	-1.4
CCCC/C=C/C(NC(=O)c1ccc(-c2ccccc2)cc1)c1ccccc1 (centres undefined)	1	-0.043
CC(CCc1ccccc1)NC(=O)c1cc2sccc2n1C (centres undefined)	1	-0.99
COc1cc(OC)c(C2CC(=O)N3CN(c4ccccc4C)CSC3=C2C#N)cc1OC (centres undefined)	1.1	0.85
CC(C)N=c1cc2n(-c3ccc(Cl)cc3)c3ccccc3nc-2cc1Nc1ccc(Cl)cc1	0.7	-1.2
COc1cccc(-c2nnc(NC(=O)c3cccc(F)c3)o2)c1	1.2	-1.1
COCCNC(=O)[C@H](C)[C@H]1C[C@]1(C)[C@H](NC(=O)OCc1ccccc1)c1ccccc1	1.3	0.84
COC(=O)c1ccc(C(NC(=O)OCc2ccccc2)/C(C)=C/[C@@H](C)C(=O)NCc2ccc(-c3ccccc3)cc2)cc1 (some centres undefined)	1.2	0.31
COC(=O)[C@@H]1C[C@H]2CC[C@H](O)C[C@H]2N1Cc1ccc(C)s1	1	-0.94
Nc1ccc(Nc2ccccc2N)cc1	1	1.7
CCC1=C(OC(=O)N(CC)CC)N2C(=O)OC(=NCC3CC3)[C@]2(Cc2ccccc2)[C@H]2C1=CC[C@H]1C(=O)N(C)C(=O)[C@H]12	1.1	-0.89
c1ccc(-c2ccccn2)nc1	1.2	-0.17
COC(=O)[C@@]1(Cc2ccc(F)cc2)[C@H]2c3cc(C(=O)N(C)C)n(Cc4ccccn4)c3C[C@H]2CN1C(=O)c1ccccc1	1.2	0.039
Nc1cccc2c1C(=O)N(c1ccccc1)C2=O	1.2	-0.0047
COc1ccc(-c2[nH]ncc2-c2ccc3c(c2)OCCO3)c(O)c1	1.4	0.87
COc1ccccc1CN1CCN(C(CC(C)C)c2nnnn2Cc2cccs2)CC1 (centres undefined)	1.1	1.3
Cc1nc2sc(C(c3ccccc3)N3CCN(CCO)CC3)c(O)n2n1 (centres undefined)	1	-1.6
CCOC(=O)C1=C(C)N(CCCC(=O)O)C(=O)NC1c1cccs1 (centres undefined)	1.2	0.48
COC(=O)[C@@]1(Cc2ccccc2)[C@@H]2C(=CC(=O)[C@H]2CC(=O)C(=O)N(C)C)CN1C(=O)c1ccccc1	1.1	-0.31
COC(=O)[C@@H]1C[C@@]2(O)[C@@H](O)[C@@H](O)[C@@H](O)C[C@H]2N1CC(c1ccccc1)c1ccccc1	1.1	-0.065
CCOc1cc(NC(=O)c2ccco2)c(OCC)cc1NC(=O)CCc1ccccc1OC	1.1	-0.24
COc1cccc(N2CCN(c3ncnc4c3[nH]c3ccccc34)CC2C)c1 (centres undefined)	0.9	-0.84
COc1ccc(/C=N\n2nnc3ccccc32)cc1	0.1	-1.7
Nc1c2c(nc3ccccc13)N(c1ccccc1)CC2	1	-0.016
CNC(=O)C1(C)C=CC2(CCCCC2)N1C(=O)OC (centres undefined)	1.2	-0.6

Assay outcomes deposited in PubChem BioAssay by several laboratories.
